# Bioassay records from PubChem.
# ANO1 activ – mouse TMEM16A channel activation, primary screen | Q8BHY3 | HEK293 TMEM16A/YFP-H148Q/I152L, iodide quench fluorescence; hits give low values | B-score at 10 µM | 340,000 tested, 0.3% active | AID 623877;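 active = fluorescence-ratio B-score plate-corrected deviation score at least 3 library SD below zero, with starting fluorescence score within 5 deviations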;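 note: channel opened by trigger with iodide after compound preincubation; score built on the fluorescence ratio of max minus min over baseline; more negative score means more quench and so TMEM16A activation or potentiation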
# ANO1 block – inhibitors of mouse TMEM16A calcium-activated chloride channel. Q8BHY3. HEK293 TMEM16A/YFP iodide influx fluorescence, ionomycin. normalized B-score (activity score, 25-100; higher = stronger inhibition) at 10 µM. 310,000 tested, 1.2% active. AID 588511;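 active = ratio plate-corrected score three or more library SD toward inhibition, starting fluorescence score within five deviations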;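 note: score derived from kinetic fluorescence span divided by baseline fluorescence per well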
# SKKanGAS inh – blocks kanamycin growth of S. pyogenes SKKanGAS strain; BacTiter-Glo, 6 h; inhibition, % at 7.5 µM; 300,000 tested, 1.3% active; AID 1662;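 active = mean replicate score, as percent of positive control median, at least 50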;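 note: strain carries kanamycin resistance gene driven by streptokinase promoter and grows in 40 µg/ml kanamycin; loss of luminescence reflects streptokinase promoter inhibition or plain growth inhibition; 0% = median of DMSO wells and 100% = positive control at its reference dose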
# MrgX1 antagonist – blocks BAM8-22 activation of human MrgX1 receptor | Q96LB2 | MRGX1-HEK293 calcium flux, Fluo-4, BAM8-22 antagonism; hits give low values | B-score at 10 µM | 310,000 tested, 1.3% active;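 active = calcium-response B-score plate-corrected more than 3 library SD below zero, starting fluorescence within 5 deviations, no agonist response on first addition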;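 note: peak minus trough fluorescence over baseline after final BAM8-22 challenge near maximal dose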
# TRPC4 block – blocks the mouse TRPC4 cation channel; Q9QUQ5; HEK293 TRPC4beta/mu-opioid, DAMGO-evoked Fluo4 calcium flux; hits give low values; B-score at 10 µM; 300,000 tested, 0.39% active; AID 2247;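 active = B-score over 3 SD under the library average, no early fluorescence shift, positive overall ratio signal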
#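 Material: HEK293 cells with stable TRPC4beta plus mu-opioid receptor expression / Probe or stimulus: DAMGO in two steps, submaximal then maximal / Compound: single concentration per test compound / Technique: kinetic Fluo4 fluorescence imaging of calcium influx / Read-out: per-well B score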
# TRPC4 PAM – allosteric potentiators of mouse TRPC4 channel; Q9QUQ5; HEK293 TRPC4beta/mu-opioid, DAMGO EC20, Fluo-4 Ca2+ flux; hits give high values; B-score at 10 µM; 310,000 tested, 0.42% active; AID 2227;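 active = B-score of calcium response area above 5 SD of library B-scores, with initial fluorescence ratio within 5 SD of library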;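 note: B-score of integrated fluorescence ratio over time as area under calcium response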
# TRPC4 agonist – TRPC4 (mouse) channel activation. Q9QUQ5. HEK293 TRPC4beta/mu-opioid, Fluo4 calcium fluorescence; hits give high values. B-score at 10 µM. 310,000 tested, 0.49% active. AID 2237;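 active = B-score above 5 SD of library B-scores, and initial fluorescence ratio not above library mean plus 5 SD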;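 note: positive B-score marks a calcium rise read as TRPC4 activation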
#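 Incubation: 45 min room-temperature Fluo4 loading, 110 s read / System: HEK293 cells stably co-expressing mouse TRPC4beta and mu-opioid receptor / Signal: Fluo4 fluorescence, kinetic / Control set: buffer (low) and maximal DAMGO (high) / Measure: integrated baseline-normalised fluorescence ratio, converted to per-well B score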
# MrgX1 agonist – activates human MrgX1 receptor signaling | MrgX1-HEK293 cells, Fluo-4 calcium fluorescence, agonist mode; hits give high values | Q96LB2 | 310,000 tested, 0.44% active | B-score at 10 µM;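 active = calcium response B-score plate-corrected fluorescence ratio at least 3 library SD, with starting fluorescence B-score inside 5 SD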
#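 times = overnight plating, then 30 min 37 °C plus 30 min room-temperature dye loading | assay system = stable human MrgX1 HEK293 cell line | input = fifteen thousand cells per well | signal = kinetic calcium dye fluorescence, Fluo-4 NW | dosing = compound delivered in addition one of three | read-out = B-scored fluorescence response ratio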
# TRPC6 activator – activates the mouse TRPC6 cation channel; Q61143; HEK293-TRPC6 membrane potential dye fluorescence; hits give high values; B-score at 10 µM; 310,000 tested, 0.13% active; AID 2550;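 active = B-score of the integrated fluorescence ratio above library mean plus 3 SD, and starting fluorescence ratio within library mean plus 5 SD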;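 note: higher score means more depolarization so channel activation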
# Target sequence (Q61143 whole entry, looked up): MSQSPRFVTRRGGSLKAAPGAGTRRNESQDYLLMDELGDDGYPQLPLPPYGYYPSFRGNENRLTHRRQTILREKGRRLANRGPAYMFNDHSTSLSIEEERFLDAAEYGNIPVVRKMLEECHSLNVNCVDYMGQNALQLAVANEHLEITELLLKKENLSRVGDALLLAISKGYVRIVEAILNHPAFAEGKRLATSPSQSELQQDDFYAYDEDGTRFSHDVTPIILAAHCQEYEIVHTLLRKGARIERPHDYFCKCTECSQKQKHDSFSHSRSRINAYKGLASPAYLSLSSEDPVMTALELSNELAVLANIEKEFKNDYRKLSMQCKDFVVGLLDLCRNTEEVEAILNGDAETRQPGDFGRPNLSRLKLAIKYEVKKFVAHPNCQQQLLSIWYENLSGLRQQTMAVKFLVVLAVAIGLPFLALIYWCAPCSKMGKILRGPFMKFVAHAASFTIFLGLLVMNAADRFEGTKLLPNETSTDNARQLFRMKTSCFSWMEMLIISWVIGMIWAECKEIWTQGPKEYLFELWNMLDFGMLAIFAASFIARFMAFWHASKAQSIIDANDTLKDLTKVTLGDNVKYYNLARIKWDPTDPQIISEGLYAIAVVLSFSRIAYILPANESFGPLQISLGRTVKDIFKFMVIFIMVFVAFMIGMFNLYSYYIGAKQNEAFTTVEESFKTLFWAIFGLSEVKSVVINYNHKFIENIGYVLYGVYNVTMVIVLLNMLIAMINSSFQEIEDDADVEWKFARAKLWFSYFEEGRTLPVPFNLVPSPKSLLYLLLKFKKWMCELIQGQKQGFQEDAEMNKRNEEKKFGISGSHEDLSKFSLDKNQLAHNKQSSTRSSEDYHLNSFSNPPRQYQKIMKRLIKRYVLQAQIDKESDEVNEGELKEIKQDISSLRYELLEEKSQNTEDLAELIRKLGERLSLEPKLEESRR
# TRPC6 inhibitor – mouse TRPC6 channel inhibition | B-score at 10 µM | HEK293-TRPC6, membrane potential dye, ACh-evoked depolarization; hits give low values | 310,000 tested, 1.1% active | AID 2553;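 active = B-score under library mean minus 3 SD, initial fluorescence not abnormally high, positive integrated signal ratio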;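 note: B-score derived from integrated fluorescence ratio over the kinetic read; more negative B-score means stronger inhibition of depolarization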
# MrgX1 PAM – allosterically activates human MrgX1 receptor signaling. Q96LB2. MrgX1-HEK293, Fluo-4 calcium flux, FDSS; hits give high values. B-score at 10 µM. 310,000 tested, 0.63% active;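 active = plate-corrected calcium response at least 3 library SD above typical, normal starting fluorescence, not activating the receptor alone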;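 note: compound read alongside a low EC10 to EC30 dose of BAM8-22 agonist; peak minus trough fluorescence over baseline measured at the second addition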
# * marks the source's active call; other numbers are inactive results; i = inactive; nt = no result given.
SMILES,ANO1 activ,ANO1 block,SKKanGAS inh,MrgX1 antagonist,TRPC4 block,TRPC4 PAM,TRPC4 agonist,MrgX1 agonist,TRPC6 activator,TRPC6 inhibitor,MrgX1 PAM
CCc1ccc(NC(=S)N(Cc2cccnc2)Cc2ccco2)cc1,i,i,nt,i,i,i,i,i,i,i,i
COc1cccc(CNS(=O)(=O)c2ccc3c(c2)CCN3C(=O)C2CC2)c1,i,i,-1,i,i,i,i,i,i,i,i
COc1ccc(CCNc2ccc(C(CC(N)=O)NC(=O)c3cc(OC)ccc3OC)cc2[N+](=O)[O-])cc1 (configuration not stated),i,i,12,-5*,i,i,i,i,i,i,i
Nc1nnc(CC(=O)N/N=C/c2cccc(OCCOc3ccccc3)c2)s1,i,i,-13,i,nt,nt,nt,i,nt,nt,i
O=[N+]([O-])c1ccc(CNc2cccc(F)c2)s1,i,i,-5,i,i,i,i,i,i,i,i
CCn1nnnc1SCC(=O)Nc1cc(C)on1,i,i,17,i,i,i,i,i,i,i,i
Cc1cccc(Nc2nc3c(c(=O)n(C)c(=O)n3C)n2Cc2ccccc2)c1,nt,nt,4,nt,i,i,i,nt,i,i,nt
NC(=S)Nc1nc2ccccc2s1,i,i,-1,i,i,i,i,i,i,i,i
CN(CCOc1ccccc1)C(=O)CCc1c[nH]c2ccccc12,nt,i,-1,i,i,i,i,i,i,i,i
N#C/C(=N\Nc1ccc(Cl)cc1)C(=N)N1CCCCC1,i,i,-15,i,i,i,i,i,i,i,i
CCOc1ccc(-c2nnc(-c3ccco3)o2)cc1OCC,i,i,5,i,i,i,i,i,i,i,i
OC(c1ccc(Cl)cc1)C(O)c1nc2ccccc2[nH]1 (configuration not stated),i,i,-7,i,i,i,i,i,i,i,i
COc1ccc(C(C(=O)NC(C)(C)C)N(C(=O)CCC(=O)Nc2cc(C)on2)c2cccc(F)c2)cc1 (configuration not stated),i,i,2,i,i,i,i,i,i,i,i
O=C(CSCc1ccc(Cl)cc1)NCc1ccccn1,i,i,-4,i,i,i,i,i,i,i,i
COc1cc2cc(C)c3nnc(SCC(=O)Nc4cc(C)on4)n3c2cc1OC,i,i,2,i,i,i,i,i,i,i,i
CC(=O)NC(CC(C)C)C(=O)NC(=O)NCc1ccccc1 (configuration not stated),i,i,-7,i,i,i,i,i,i,i,i
CC(C)(C)C1CCc2[nH]c3ccccc3c(=O)c2C1 (configuration not stated),i,i,0,i,i,i,i,i,i,i,i
O=C(NNC(=O)C1CCN(c2ncccn2)CC1)c1ccncc1,i,i,-13,i,i,i,i,i,i,i,i
Cc1ccc(S(=O)(=O)NCCC(=O)Nc2ccc3c(c2)OCO3)cc1,i,i,0,i,i,i,i,i,i,i,i
CCOc1ccc(NC(=O)c2cn(-c3ccc(OCC)cc3)c(=O)c3cc(OC)c(OC)cc23)cc1,i,i,6,i,i,i,i,i,i,i,i
COc1nnc(-c2ccc(C)c(S(N)(=O)=O)c2)c2ccccc12,i,i,4,i,i,i,i,i,i,i,i
O=C(N/C(=C\c1ccc(Br)cc1)c1nc2ccccc2[nH]1)c1ccco1,i,i,5,i,i,i,i,i,i,i,i
COc1cccc(NC(=O)CSc2nc3ccccc3c(=O)n2C)c1,i,i,1,i,i,i,i,i,i,i,i
OCCNCCNCc1ccccc1OCc1ccccc1,i,i,-3,i,i,i,i,i,i,i,i
CSc1ncc(CN2CCc3c([nH]c4ccccc34)C2c2cccc(O)c2)cn1 (configuration not stated),i,i,13,i,i,i,i,i,i,i,i
CC1=NN(C(=O)CCc2ccccc2)C(c2ccccc2)C1 (configuration not stated),i,i,-8,i,i,i,i,i,i,i,i
CCN(CC)CCN(Cc1cc2ccc(C)c(C)c2[nH]c1=O)C(=S)NCc1ccco1,i,i,1,i,i,i,i,i,i,i,i
CCOc1ccc(NC(=O)CN(C)CC(=O)NC2CCCc3ccccc32)cc1OCC (configuration not stated),i,i,1,i,i,i,i,i,i,i,i
COc1ccc(S(=O)(=O)N(C)CC(=O)N2CCC(C(N)=O)CC2)cc1Cl,i,i,11,i,i,i,i,i,i,i,i
CCNC(=S)N1CCN(c2ccccn2)CC1,i,i,-2,i,i,i,i,i,i,i,i
COC(=O)C(C)Sc1nnc(SC(C)C(=O)OC)s1 (configuration not stated),i,i,nt,i,i,i,i,i,i,i,i
COc1ccc(OC)c(N/C=C2/CCCCC2=O)c1,i,i,1,i,i,i,i,i,i,i,i
O=C(Cc1ccc(F)cc1)Nc1c(C(=O)N2CCN(c3ncccn3)CC2)oc2ccccc12,i,i,4,i,i,i,i,i,i,i,i
Cc1cc(C)n(-c2ccc(C(=O)OCC(=O)Nc3ccc(S(=O)(=O)N4CCCCC4)cc3)cc2)n1,i,i,12,i,i,i,i,i,i,i,i
CC(=O)NCc1ccc(S(=O)(=O)N2CCN(c3ccccn3)CC2)cc1,i,i,-5,i,i,i,i,i,i,i,i
Cc1occc1C(=O)NNC(=O)c1ccc(F)cc1,i,i,-12,i,i,i,i,i,i,i,i
Cc1ccc(S(=O)(=O)NCc2ccccc2)cc1C(=O)NCC(C)(C)N1CCOCC1,i,i,1,i,i,i,i,i,i,i,i
CCc1nn2c(N3CCOCC3)cc(C)nc2c1-c1ccc(F)cc1,i,i,-4,i,i,i,i,i,i,i,i
CC(O)CNCCOc1ccccc1OCc1ccccc1 (configuration not stated),i,i,3,i,i,i,i,i,i,i,i
S=C(NCCc1ccccn1)Nc1ccc(Cl)cc1Cl,i,i,-6,i,i,i,i,i,i,i,i
CCc1nnc(NC(=O)C(c2ccccc2)c2ccccc2)s1,i,i,2,i,i,i,i,i,i,i,i
Cc1cccc(C(=O)NC2CCN(CC(=O)Nc3ccc4c(c3)OCO4)CC2)c1,i,i,6,i,i,i,i,i,i,i,i
COc1ccc(NC(=O)c2ccco2)c(OC)c1,i,i,7,i,i,i,i,i,i,i,i
O=C1C(=O)N(CCN2CCOCC2)C(c2cccc(Cl)c2)/C1=C(/O)c1ccc2c(c1)OCO2 (configuration not stated),i,i,4,i,i,i,i,i,i,i,i
O=Cc1cc(Br)c(OC(=O)N2CCOCC2)c(Br)c1,i,i,0,i,i,i,i,27*,i,i,i
CCn1c(CN2CCOCC2)nnc1SCC(=O)Nc1cccc(C)c1,i,i,1,i,i,i,i,i,i,i,i
O=C1CC(c2ccc(S(=O)(=O)NCCOc3ccccc3)cc2)CN1 (configuration not stated),i,i,-7,i,i,i,i,i,i,i,i
O=C(c1ccc(-c2nc3ccccc3s2)o1)N1CCN(c2ccccc2O)CC1,i,i,17,i,i,i,i,i,i,i,i
CC(=O)Nc1cccc(NC(=O)CSc2nn3c(=O)c(C)nnc3s2)c1,i,i,-2,i,i,i,i,i,i,i,i
COc1cccc(C(=O)O/N=C(\C)c2cnccn2)c1,i,i,-6,i,i,i,i,i,i,i,i
COc1cc(OC)c2c(C)cc(=O)oc2c1,i,i,1,i,i,i,i,i,i,i,i
CCOC(=O)c1c(-c2ccc(C)cc2)csc1NC(=S)NC(=O)c1ccccc1,i,i,-14,i,i,i,i,i,i,i,i
CS(=O)(=O)N(CC(=O)N1CCOCC1)c1cccc([N+](=O)[O-])c1,i,i,-8,i,i,i,i,i,i,i,i
COC(=O)C(Cc1cnc[nH]1)NC(=O)C1CCC(=O)N1 (configuration not stated),i,i,-1,i,i,i,i,i,i,i,i
COc1cccc2oc3cc(C#CC4(O)CCCCC4)ccc3c(=O)c12,i,i,36,i,i,i,i,i,i,i,i
Fc1cccc(CSc2nnc3c(n2)[nH]c2ccccc23)c1,i,i,8,i,i,i,i,i,i,i,i
COc1cccc(/C=C2\SC(=S)N(NS(=O)(=O)c3ccccc3)C2=O)c1OC,i,i,19,i,i,i,i,i,i,i,i
CC(=O)Nc1ccc(S(=O)(=O)N(C)CC(=O)OCC(=O)N2CCCCC2)cc1,i,i,19,i,i,i,i,i,i,i,i
Cc1cc(S(=O)(=O)N2CCC(NC(=O)C34CC5CC(CC(C5)C3)C4)CC2)ccc1-n1cnnn1,i,i,-4,i,i,i,i,i,i,i,i
N/C(COc1ncn(-c2ccccc2)n1)=N\S(=O)(=O)c1ccccc1,i,i,5,i,i,i,i,i,i,i,i

# (list continues)
SMILES,ANO1 activ,ANO1 block,SKKanGAS inh,MrgX1 antagonist,TRPC4 block,TRPC4 PAM,TRPC4 agonist,MrgX1 agonist,TRPC6 activator,TRPC6 inhibitor,MrgX1 PAM
CCOC(=O)C1=C(Cn2cnc3ccccc32)NC(=O)NC1c1ccc(Cl)cc1 (configuration not stated),i,i,-8,i,i,i,i,i,i,i,i
N#Cc1ccccc1NC(=O)CC1c2ccccc2Oc2ccccc21,i,i,1,i,i,i,i,i,i,i,i
C=CCn1c2ccccc2c2nnc(SCCN3CCOCC3)nc21,i,i,1,i,i,i,i,i,i,i,i
O=C(c1cc(-c2ccccc2)nc2ccccc12)N1CCc2ccccc2C1,i,i,3,i,i,i,i,i,i,i,i
Fc1c(F)c(C(F)(F)F)c(F)c(F)c1N1CCN(c2ccc3nnc(C(F)(F)F)n3n2)CC1,i,i,8,i,i,i,i,i,i,i,i
Cc1ccc(C(=O)O)cc1NC(=S)NC(=O)c1ccc([N+](=O)[O-])cc1Cl,i,i,-10,i,i,i,i,i,i,i,i
COCc1cc(=O)n2[nH]c(C(C)(C)C)cc2n1,i,i,-1,i,i,i,i,i,i,i,i
CCOc1ccc(-c2noc(CCC(=O)NCC3CCCO3)n2)cc1OC (configuration not stated),i,i,6,i,i,i,i,i,i,i,i
CCn1c2ccccc2c2cc(CN3CCN(C(=O)c4ccco4)CC3)ccc21,i,i,1,i,i,i,i,i,i,i,i
COCCCNC(=O)CN(Cc1ccc(Cl)cc1)S(C)(=O)=O,i,i,-1,i,i,i,i,i,i,i,i
O=C(c1cc2c([nH]c1=O)CCCC2)N1CCc2c([nH]c3ccccc23)C1c1ccccc1F (configuration not stated),i,i,23,i,i,i,i,i,i,i,i
